Assay outcomes: PubChem BioAssay, several laboratories
Cdc42 wt GTP = modulators of GTP binding to wildtype Cdc42, primary screen, biochemical, multiplex bead flow cytometry, Bodipy-GTP | actives 0.2% (n = 190,000) | GST-Cdc42 beads; actives lie on both sides | Cell division control protein 42 homolog (Homo sapiens), P60953 | percent activity (GTP binding), % at 10 µM | AID 761, 2007;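 active = percent activity GTP binding at least 20 points away from the 100% baseline, either down as inhibitor or up as activator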;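 note: median bead fluorescence of bound Bodipy-FL-GTP at 100 nM; 0% = excess unlabeled GTP control and 100% = no compound control; below 100% means less GTP binding so inhibitor and above means activator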
Target sequence (P60953 whole entry, looked up): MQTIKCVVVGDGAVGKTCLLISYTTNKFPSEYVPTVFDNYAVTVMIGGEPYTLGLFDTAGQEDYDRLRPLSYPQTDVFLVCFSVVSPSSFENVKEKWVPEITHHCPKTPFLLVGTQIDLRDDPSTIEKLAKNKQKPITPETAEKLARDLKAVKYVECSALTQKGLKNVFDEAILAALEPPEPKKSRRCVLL
Mcl1 Noxa PPI = Mcl-1/Noxa binding inhibitors, primary screen, biochemical, TR-FRET, 1536-well; Induced myeloid leukemia cell differentiation protein Mcl-1 (Homo sapiens), Q07820; TR-FRET Mcl-1/Noxa peptide binding, 2 h; inhibition, % at 21.7 µM; actives 1.5% (n = 220,000); AID 1022, 2008;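 active = compounds that cut the protein-peptide binding signal by more than 50% relative to plate controls in a single-dose test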;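 note: His-tagged Mcl-1 with rhodamine Noxa BH3 peptide and terbium anti-His antibody; 0% = Mcl-1 plus Noxa peptide wells and 100% = peptide-only wells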
Target sequence (Q07820 whole entry, looked up): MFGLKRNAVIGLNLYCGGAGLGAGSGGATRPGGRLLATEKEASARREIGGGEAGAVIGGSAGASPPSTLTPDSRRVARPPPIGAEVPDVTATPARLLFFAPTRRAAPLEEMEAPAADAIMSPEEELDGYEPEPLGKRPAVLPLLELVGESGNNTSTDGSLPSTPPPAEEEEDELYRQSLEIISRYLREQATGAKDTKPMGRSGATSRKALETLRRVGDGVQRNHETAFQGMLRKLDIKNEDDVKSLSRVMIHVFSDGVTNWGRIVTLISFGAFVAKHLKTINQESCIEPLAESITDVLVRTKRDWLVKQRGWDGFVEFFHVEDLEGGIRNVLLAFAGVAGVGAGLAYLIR
Rac1 mut GTP = GTP binding modulators of activated mutant Rac1, primary screen, biochemical, bead-based flow cytometry, multiplex, fluorescent GTP | percent activity (GTP binding), % at 10 µM | actives 0.11% (n = 190,000) | GST-Rac1 activated beads; actives lie on both sides; 100% means binding = to untreated wells | Ras-related C3 botulinum toxin substrate 1 (Homo sapiens), P63000;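 active = GTP binding at least 20 percentage points away from the 100% baseline, in either direction, so actives lie on both sides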
Rac1 wt modul = wildtype Rac1 GTP binding modulators, primary screen, biochemical, GST-Rac1 beads, flow cytometry, multiplex; Ras-related C3 botulinum toxin substrate 1 (Homo sapiens), P63000; fluorescent GTP binding; actives lie on both sides; 0 = cold GTP competed, 100 = untreated; GTP binding activity (% of control), % at 10 µM; actives 0.27% (n = 190,000);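 active = GTP binding activity at least 20 points away from the 100% control level, either lower or higher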
Rab2A wt mod = modulators of GTP binding to Rab2A wildtype, primary screen, biochemical, dog, bead-based flow cytometry, multiplex | GST-Rab2 wt beads, Bodipy-GTP binding | GTP binding activity, % at 10 µM | actives 0.19% (n = 190,000) | AID 760, 2007;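 active = GTP binding activity at least 20 points away from 100%, either lowered or raised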;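 note: 0% = beads with excess unlabeled GTP and 100% = no-compound control corrected for plate trend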
Pf gametocyte = late stage P. falciparum gametocyte viability inhibitors, primary screen, ATP luminescence, HTS. P. falciparum stage V gametocytes, 24 h. inhibition, % at 10.9 µM. actives 0.065% (n = 150,000);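 active = inhibition above the mean plus 3 SD of compounds within the control limits, set per campaign, cut at about 38% in these data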;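 note: 0% = DMSO wells and 100% = medium only without gametocytes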
HRas wt GTP bind = modulators of GTP binding to HRas wildtype, primary screen, biochemical, bead-based flow cytometry, multiplex. GTPase HRas (Homo sapiens), P01112. GST-Ras wt beads, Bodipy-FL-GTP binding; actives lie on both sides. GTP binding activity, % at 10 µM. actives 0.14% (n = 190,000). AID 759, 2007;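 active = GTP binding activity at least 20% away from the 100% baseline, either lowered as inhibitor or raised as activator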;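 note: 0% = unlabeled GTP competition control and 100% = no-compound control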
Target sequence (P01112 whole entry, looked up): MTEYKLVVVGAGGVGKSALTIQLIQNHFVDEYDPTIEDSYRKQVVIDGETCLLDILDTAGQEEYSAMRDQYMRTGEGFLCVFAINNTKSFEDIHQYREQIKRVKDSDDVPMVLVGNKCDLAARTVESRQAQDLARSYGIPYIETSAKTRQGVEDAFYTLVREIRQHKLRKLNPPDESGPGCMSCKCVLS
Rab7 wt GTP bind = modulators of GTP binding to Rab7, primary screen, biochemical, wildtype, multiplex bead flow cytometry | Rab7 GTPase wild type (dog), Bodipy-FL-GTP binding | GST-Rab7 beads, fluorescent GTP binding; actives lie on both sides; untreated = 100%, excess cold GTP = 0% | GTP binding activity (percent of control), % at 10 µM | actives 0.055% (n = 190,000);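 active = fluorescent GTP binding to Rab7 beads changed by at least 20 points from the 100% baseline, either direction, mostly lower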;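 note: median green fluorescence of bound Bodipy-FL-GTP per Rab7 bead population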
Mcl1-Bid inh = Mcl-1/Bid binding inhibitors, primary screen, biochemical, TR-FRET, 1536-well; TR-FRET Mcl-1/Bid-Dy647 peptide binding; inhibition, % at 21.7 µM; Induced myeloid leukemia cell differentiation protein Mcl-1 (Homo sapiens), Q07820; actives 0.97% (n = 220,000);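 active = compounds that cut the binding signal by more than half at the single screening dose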;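 note: His-tagged Mcl-1 with europium anti-His antibody binding Bid BH3 peptide; 0% = Mcl-1 plus peptide wells and 100% = peptide-only wells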
Avidin bead fluor = green autofluorescence of compounds with avidin beads – biophysical, 488/530 nm, flow cytometry, artefact control, profiling panel. compound fluorescence 488/530 nm; stronger effect = higher value. fluorescence (KMESF) at 10 µM. actives 0.38% (n = 220,000); in the data active = fluorescence above about 47; note: inactives centre near 10
Bim-Mcl-1 = inhibitors of Bim peptide binding to Mcl-1, primary screen, biochemical, bead-based flow cytometry, multiplex. Bim peptide-Mcl-1 binding. inhibition, % at 10 µM. actives 0.1% (n = 190,000). AID 1009, 2008; in the data active = inhibition above about 40%;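 note: 0% = no compound tracer wells and 100% = peptide blocker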
The depositor's hits bear a star; · = no result given; & = joins results of further samples.

| item | compound | Cdc42 wt GTP | Mcl1 Noxa PPI | Rac1 mut GTP | Rac1 wt modul | Rab2A wt mod | Pf gametocyte | HRas wt GTP bind | Rab7 wt GTP bind | Mcl1-Bid inh | Avidin bead fluor | Bim-Mcl-1 |
| --- | --- | --- | --- | --- | --- | --- | --- | --- | --- | --- | --- | --- |
| 1 | CCCCOC(=O)c1ccc(N)cc1 | 95 | 9 | 100 | 98 | 99 | · | 98 | 97 | -2 | 10 | -2 |
| 2 | CN1CCC(=C2c3ccccc3CC(=O)c3sccc32)CC1 | 101 | 24&-22 | 100 | 104 | 102 | · | 99 | 97 | 15&-2 | 10&6 | -5&-1 |
| 3 | CN1CCN(c2c(F)cc3c(=O)c(C(=O)O)cn4c3c2SCC4)CC1 | 106 | -15&-26 | 100 | 111 | 101 | 9 | 103 | 100 | 5&34 | 38&6 | -6&-2 |
| 4 | Cc1oncc1C(=O)Nc1ccc(C(F)(F)F)cc1 | 101 | 1 | 100 | 103 | 99 | · | 98 | 95 | 9 | 10 | -5 |
| 5 | O=C(NCCN1CCOCC1)c1ccc(Cl)cc1 | 97 | 4 | 95 | 98 | 98 | · | 99 | 97 | -9 | 8 | 2 |
| 6 | CCOc1ccc(NC(=S)N2CCC(C(O)(c3ccccc3)c3ccccc3)CC2)cc1 | 102 | 2 | 99 | 104 | 102 | -7 | 99 | 101 | -3 | 3 | -3 |
| 7 | O=C(O)CCCCCCCC(=O)O | 103 | 8 | 99 | 102 | 103 | · | 102 | 99 | -5 | 6 | 0 |
| 8 | COc1cc(NC(=O)c2cc(C3CC3)on2)c(OC)cc1Cl | 103 | 21 | 103 | 105 | 102 | · | 103 | 100 | -3 | 6 | -1 |
| 9 | CN(C)CCOC(=O)C(c1ccccc1)C1(O)CCCC1 (centres undefined) | 100 | 19 | 101 | 100 | 100 | · | 101 | 105 | 8 | 7 | -1 |
| 10 | CCCN(CCC)C(=O)C(CCC(=O)O)NC(=O)c1ccccc1 (centres undefined) | 105 | 5 | 107 | 104 | 98 | · | 100 | 98 | -5 | 7 | -3 |

(list continues)
| item | compound | Cdc42 wt GTP | Mcl1 Noxa PPI | Rac1 mut GTP | Rac1 wt modul | Rab2A wt mod | Pf gametocyte | HRas wt GTP bind | Rab7 wt GTP bind | Mcl1-Bid inh | Avidin bead fluor | Bim-Mcl-1 |
| --- | --- | --- | --- | --- | --- | --- | --- | --- | --- | --- | --- | --- |
| 11 | OCC(O)CN1CCN(c2ccccc2)CC1 (centres undefined) | 101 | 6 | 100 | 99 | 100 | · | 102 | 99 | -17 | 8 | -1 |
| 12 | COc1ccc(S(=O)(=O)Nc2nnc(CC(C)C)s2)cc1 | 100 | 9 | 98 | 112 | 100 | · | 103 | 102 | -24 | 16 | -3 |
| 13 | OCCOCCN1CCN(C(c2ccccc2)c2ccc(Cl)cc2)CC1 (centres undefined) | 102 | 39 | 102 | 101 | 100 | · | 100 | 96 | 44 | 7 | -4 |
| 14 | COc1ccc(Sc2ccc(NC(=O)c3ccccc3Cl)cc2C#N)cc1 | 112 | -7 | 107 | 112 | 107 | 35 | 108 | 106 | 5 | 36 | -5 |
| 15 | CCN(CC)CCOC(=O)C(c1ccccc1)c1ccccc1 | 104 | 28 | 96 | 102 | 97 | · | 97 | 105 | 15 | 9 | -4 |
| 16 | CN(C)C(=N)N=C(N)N | 97 | 5 | 96 | 100 | 98 | · | 95 | 102 | 0 | · | -1 |
| 17 | CCCc1cc(C(N)=S)ccn1 | 103 | 22 | 100 | 106 | 98 | · | 101 | 101 | -34 | 31 | -3 |
| 18 | O=C1CCc2cc(OCCCCc3nnnn3C3CCCCC3)ccc2N1 | 98 | 2&-9&-11 | 97 | 104 | 102 | · | 98 | 96 | 1&-8&-6 | 9&8&7 | 0&2&0 |
| 19 | COc1cc(C)nc(-n2nc(C)cc2OC)n1 | 98 | 16 | 96 | 100 | 99 | · | 100 | 94 | -6 | 11 | -4 |
| 20 | O=C(c1ccccc1)c1ccc2n1CCC2C(=O)O (centres undefined) | 103 | 3 | 102 | 104 | 100 | · | 98 | 95 | -5 | 10 | -2 |

The results go on:
| item | compound | Cdc42 wt GTP | Mcl1 Noxa PPI | Rac1 mut GTP | Rac1 wt modul | Rab2A wt mod | Pf gametocyte | HRas wt GTP bind | Rab7 wt GTP bind | Mcl1-Bid inh | Avidin bead fluor | Bim-Mcl-1 |
| --- | --- | --- | --- | --- | --- | --- | --- | --- | --- | --- | --- | --- |
| 21 | CCOC(=O)Nc1ccc2c(c1)N(C(=O)CCN1CCOCC1)c1ccccc1S2 | 93 | -3&21 | 94 | 94 | 94 | · | 94 | 97 | 10&-8 | 19 | -1 |
| 22 | Cc1cc(O)c2c(c1)C(=O)c1cccc(O)c1C2=O | 100 | 48 | 100 | 104 | 100 | 8 | 102 | 94 | -1 | 11 | 18 |
| 23 | CC1(C)Oc2ccc(C#N)cc2[C@@H](N2CCCC2=O)[C@@H]1O | 106 | -12 | 98 | 104 | 100 | · | 100 | 101 | -5 | 10 | -3 |
| 24 | Cc1ccsc1/C=C/C1=NCCCN1C | 100 | 14 | 98 | 103 | 100 | · | 100 | 96 | 16 | 11 | 1 |
| 25 | Oc1cc2c(cc1O)C1c3ccc(O)c(O)c3OCC1(O)C2 (centres undefined) | 99 | 82* | 96 | 100 | 99 | · | 96 | 99 | -65 | 0 | 8 |
| 26 | C[C@]12CC[C@H]3C(=CCc4cc(O)ccc43)[C@@H]1CCC2=O | 98 | 36 | 101 | 103 | 101 | · | 98 | 99 | -12 | 8 | -7 |
| 27 | COc1cc(C(=O)NCCCCCC(=O)O)cc(OC)c1OC | 101 | 14 | 99 | 101 | 99 | · | 102 | 99 | 3 | 5 | 2 |

In the list so far, 7 have a carbonyl joined to an NH by a bond outside any ring:
| item | compound | Cdc42 wt GTP | Mcl1 Noxa PPI | Rac1 mut GTP | Rac1 wt modul | Rab2A wt mod | Pf gametocyte | HRas wt GTP bind | Rab7 wt GTP bind | Mcl1-Bid inh | Avidin bead fluor | Bim-Mcl-1 |
| --- | --- | --- | --- | --- | --- | --- | --- | --- | --- | --- | --- | --- |
| 4 | Cc1oncc1C(=O)Nc1ccc(C(F)(F)F)cc1 | 101 | 1 | 100 | 103 | 99 | · | 98 | 95 | 9 | 10 | -5 |
| 5 | O=C(NCCN1CCOCC1)c1ccc(Cl)cc1 | 97 | 4 | 95 | 98 | 98 | · | 99 | 97 | -9 | 8 | 2 |
| 8 | COc1cc(NC(=O)c2cc(C3CC3)on2)c(OC)cc1Cl | 103 | 21 | 103 | 105 | 102 | · | 103 | 100 | -3 | 6 | -1 |
| 10 | CCCN(CCC)C(=O)C(CCC(=O)O)NC(=O)c1ccccc1 (centres undefined) | 105 | 5 | 107 | 104 | 98 | · | 100 | 98 | -5 | 7 | -3 |
| 14 | COc1ccc(Sc2ccc(NC(=O)c3ccccc3Cl)cc2C#N)cc1 | 112 | -7 | 107 | 112 | 107 | 35 | 108 | 106 | 5 | 36 | -5 |
| 21 | CCOC(=O)Nc1ccc2c(c1)N(C(=O)CCN1CCOCC1)c1ccccc1S2 | 93 | -3&21 | 94 | 94 | 94 | · | 94 | 97 | 10&-8 | 19 | -1 |
| 27 | COc1cc(C(=O)NCCCCCC(=O)O)cc(OC)c1OC | 101 | 14 | 99 | 101 | 99 | · | 102 | 99 | 3 | 5 | 2 |

An excerpt; rates above refer to the full screens.
